RAD54 branch = inhibitors of human RAD54 branch migration. Q92698. inhibition, % at 10.4 µM. 0.14% of 360,000 active. RAD54 Holliday junction branch migration, FAM/BHQ fluorescence;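 active = mean normalized replicate activity at least 40 and at least half of replicates scoring 40 or more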;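 also: 0% = median of neutral control wells and 100% = median of positive control wells; inhibitors cause a drop in the FAM fluorescence signal; in these data hits start at about 50%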
Target sequence (Q92698 whole entry, looked up): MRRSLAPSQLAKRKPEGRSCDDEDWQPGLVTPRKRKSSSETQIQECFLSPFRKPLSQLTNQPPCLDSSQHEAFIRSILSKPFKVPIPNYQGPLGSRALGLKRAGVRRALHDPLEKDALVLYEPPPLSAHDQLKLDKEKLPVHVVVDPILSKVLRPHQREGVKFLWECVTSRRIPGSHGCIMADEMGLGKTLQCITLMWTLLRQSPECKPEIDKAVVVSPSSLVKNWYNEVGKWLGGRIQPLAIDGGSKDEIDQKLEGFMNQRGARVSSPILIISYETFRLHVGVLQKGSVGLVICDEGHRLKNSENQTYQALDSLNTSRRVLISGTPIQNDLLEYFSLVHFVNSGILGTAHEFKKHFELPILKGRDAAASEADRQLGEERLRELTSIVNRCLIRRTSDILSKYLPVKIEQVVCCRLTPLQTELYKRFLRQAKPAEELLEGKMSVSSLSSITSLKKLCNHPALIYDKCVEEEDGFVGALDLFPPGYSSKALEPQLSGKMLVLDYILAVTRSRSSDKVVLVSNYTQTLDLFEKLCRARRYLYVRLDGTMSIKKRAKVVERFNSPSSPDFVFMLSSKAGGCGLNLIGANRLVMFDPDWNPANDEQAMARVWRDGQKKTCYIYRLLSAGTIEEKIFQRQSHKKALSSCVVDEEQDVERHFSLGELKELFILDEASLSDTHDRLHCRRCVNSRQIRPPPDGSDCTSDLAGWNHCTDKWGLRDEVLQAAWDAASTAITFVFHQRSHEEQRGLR
ARNT-TACC3 inh = ARNT/TACC3 interaction disruption; Q9Y6A5; AlphaScreen His-ARNT PAS-B/GST-TACC3 binding, luminescence; TACC3 fragment carries E629A point mutation; inhibition, % at 9.99 µM; 0.66% of 390,000 active;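 active = mean inhibition of replicates at least 50% and at least half of replicates each reaching 50%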;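 also: 0% = complete ARNT plus TACC3 wells and 100% = ARNT alone without TACC3; many hits fall short of the cut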
esBAF inh = inhibitors of esBAF chromatin remodeling in mouse ES cells; Bmi1-luciferase knock-in reporter, 24 h; 100% = twice the neutral-well signal; reporter increase, % at 12.5 µM; 2% of 350,000 active; AID 602393; in the data active = activation above about 40%;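 also: 0% = median of the plate's neutral control wells and 100% = double that signal; a rise in the Bmi1 reporter signal indicates esBAF inhibition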
Active calls of the source: *. Some of the compounds tested, so the mix of outcomes need not match the whole.

no.	Compound	RAD54 branch	ARNT-TACC3 inh	esBAF inh
1	CCCC(C)C(=O)NCc1ccc2c(c1)OCO2 (stereo unspecified)	2.4	-5.5	-0.4
2	COc1ccc(/C=C2\NC(=S)N(CC3CCCO3)C2=O)c(OC)c1C (stereo unspecified)	4.3	17.1	12.3
3	C/C=C/Cn1c(SCc2ccccc2)nc2c1c(=O)[nH]c(=O)n2C	2.1	-0.5	6.0
4	Cc1cccn2cc(CNC(=O)CC3CCCC3)nc12	5.0	10.4	2.5
5	CCN(CC)C(=O)c1ccc(C(=O)c2c(C)cc(C)cc2C)cc1	-5.1	0.0	0.0
6	[O-][n+]1onc2c1C(N1CCOCC1)CCC2N1CCOCC1 (stereo unspecified)	-1.5	-4.9	-3.2
7	Cc1cc2c(cc(C(=O)NCCCN3CCOCC3)n2Cc2ccc(Cl)cc2)o1	0.6	2.8	-19.1
8	CCC(c1nnnn1CCOC)N1CCN(c2cccc(C(F)(F)F)c2)CC1 (stereo unspecified)	6.3	-7.8	8.0
9	CC(OC(=O)CCCOc1ccccc1)C(=O)NC(N)=O (stereo unspecified)	-6.7	-5.4	-1.4
10	O=CN(/C=C1\Sc2ccccc2C1=O)Cc1ccccc1	3.0	-1.1	51.5*
11	CCOc1ccccc1-c1nnc(SCC(=O)Nc2ccccc2)o1	-0.7	-2.7	9.7
12	CN(Cc1nc(-c2ccccn2)no1)S(=O)(=O)c1ccc(Br)cc1	-4.4	7.4	0.3
13	COc1ccc(N=c2oc3c(OC)cccc3cc2C(=O)NCc2ccco2)cc1OC	-10.5	-1.6	26.3
14	c1ccc(-n2nnnc2SCc2cn3ccccc3n2)cc1	-11.7	0.3	-8.7
15	CCOC(=O)C1CCCCN1Cc1ccc(F)c(Br)c1 (stereo unspecified)	5.1	-10.4	-51.3
16	Cc1nc(-c2cccnc2)sc1C(N)=O	6.6	-1.3	-5.4
17	O=C(O)CCC(=O)NC1CCCCCCC1	7.4	2.9	-0.7
18	COc1ccc(C(=O)NCC2OCCc3ccccc32)c(O)c1 (stereo unspecified)	-3.1	-12.0	67.1*
19	O=C(CSCc1cnn(-c2ccccc2)c1-n1cccc1)NCc1cccs1	1.7	-3.8	7.1
20	CC1CC(C)CN(CC(=O)Nc2ccc(S(N)(=O)=O)cc2)C1 (stereo unspecified)	-3.0	6.0	-3.3
21	Cc1cc(NS(=O)(=O)c2ccc(NC(=O)C(C)N3C(=O)c4ccccc4C3=O)cc2)nc(C)n1 (stereo unspecified)	-3.7	1.2	1.1
22	Cc1ccc(N2CC(C(N)=O)CC2=O)cc1C (stereo unspecified)	-8.4	-0.8	-7.8
23	O=C(NCCCn1ccnc1)NC(C(F)(F)F)C(F)(F)F	-1.7	25.4	-0.5
24	CCOc1ccc2[nH]c(=O)c(CN(CCO)Cc3nnnn3CCc3ccccc3)cc2c1	-7.5	-4.5	1.2
25	CC(C)(C)c1ccc(S(=O)(=O)NCCc2ccncc2)cc1	4.1	0.4	-13.1
26	COc1cc(CN(C)CC(=O)c2[nH]c(C)c(C(C)=O)c2C)ccc1OC(F)F	-5.8	2.9	-25.7
27	COc1cccc(CNC(=O)CSCc2cnn(-c3ccccc3)c2-n2cccc2)c1	-14.9	-3.0	7.3
28	Cc1cc(C)n(-c2nc(-c3ccc(Cl)cc3)cs2)n1	-3.1	-1.4	51.4*
29	CNc1nn(-c2cccc(Cl)c2)nc1N	-2.3	3.6	62.0*
30	CC(=O)N(C(C)=O)c1cccc2c(N(C(C)=O)C(C)=O)cccc12	4.7	-4.9	-4.7
31	CC(C)COC(=O)c1nnsc1NC(=O)Nc1ccccc1	3.5	-3.7	0.3
32	Cc1ccc(NC2=NCC(=O)N2Cc2ccc3c(c2)OCO3)c(C)c1	0.5	-2.1	1.2
33	O=C1c2ccccc2C(=O)N1CNc1ccccc1	9.5	-1.3	-6.7
34	Cc1ccc(C(=O)Nc2cc(C(F)(F)F)ccc2N2CCCCC2)cc1[N+](=O)[O-]	-6.7	-2.5	-4.2
35	CN1CCN(c2ccc(NC(=O)Cc3ccccc3)cc2)CC1	-4.2	5.7	13.5
36	O=C(CSc1nnc(-c2cccnc2)n1Cc1ccco1)N1c2ccccc2Sc2ccccc21	-4.2	-1.4	6.1
37	N#CC1=C2SCCN2C(=O)C(C#N)C12CCCCC2 (stereo unspecified)	-3.5	-4.9	5.4
38	COc1ccc2c(c1OC)C(=O)N(C(C)C(=O)O)C2=O (stereo unspecified)	10.7	-19.2	-12.4
39	CCOc1ccc(N(CC(=O)NC(C)CC)S(C)(=O)=O)cc1 (stereo unspecified)	-0.7	-5.9	-7.5
40	N=c1ccn(Cc2cccc(Cl)c2)cc1	-9.5	-3.1	0.4
41	Cc1noc(C)c1CSc1nnc(-c2cc(Cl)ccc2Cl)n1N	3.2	-8.2	10.7
42	O=C(O)c1cnn(-c2ccccc2)c1-c1ccccc1	-12.2	-3.4	-5.8
43	CCn1c(SCc2ccc(C)cc2)nnc1-c1cnccn1	-6.8	-2.6	-15.4
44	O=C(CS(=O)CC(=O)N(CC(=O)NC1CCCC1)C1CCCC1)Nc1ccc(F)cc1 (stereo unspecified)	1.2	-4.9	-3.4
45	O=C(COC(=O)CCOc1ccccc1)NCc1ccco1	3.6	-7.5	-1.9
46	COc1cccc(N2CCN(C3CC(=O)N(c4ccc(F)c(Cl)c4)C3=O)CC2)c1 (stereo unspecified)	-4.5	8.1	-1.4
47	COc1ccc(C(=O)CSc2nnc(Cn3cnc4ccccc43)o2)cc1	-1.0	9.5	-0.9
48	COc1ccc(CNC(=O)c2cccc(N3CCCC3=O)c2)cc1	4.4	10.7	0.1
49	CCSc1nc2c(c(=O)n1CC)SC(C)C2 (stereo unspecified)	-16.5	1.6	4.5
50	NC(=O)NC(Cc1ccccc1)C(=O)NCC1(N2CCCCC2)CCCCC1 (stereo unspecified)	-2.9	2.0	0.0
51	O=C(Nc1ccc2c(c1)OCO2)C1CCN(S(=O)(=O)c2cccc3cccnc23)CC1	0.4	33.4	5.1
52	S=c1[nH]c2ccc(Cl)cc2[nH]1	-2.5	5.3	-13.3
53	O=C1C(Cl)=C(N2CCN(Cc3ccccc3)CC2)C(=O)N1c1ccccc1	-11.1	3.2	0.3
54	Cc1nc(CSc2nnc3scc(-c4ccccc4)n23)cs1	-2.1	-12.0	-0.7
55	Cc1c(NS(=O)(=O)c2cccs2)c(=O)n(-c2ccccc2)n1C	-4.3	-4.3	-1.3
56	COc1ccc(CNC(=O)c2ccc(NS(=O)(=O)c3c(C)noc3C)cc2)cc1	-7.7	-10.2	-13.5
57	COc1cccc(C(=O)Nc2ccc(N3CCN(Cc4ccccc4)CC3)cc2)c1	12.7	6.1	22.0
58	CN1C(=O)N(C)C2(c3ccccc3)N(C)C(=O)NC12c1ccccc1 (stereo unspecified)	1.1	4.4	-6.0
59	CCC(=O)N(c1ccc(F)cc1)C1C=CS(=O)(=O)C1 (stereo unspecified)	9.8	-7.4	1.0
60	COc1ccc(CCn2c(N)c(C(=O)NCc3ccco3)c3nc4ccccc4nc32)cc1OC	-5.1	0.5	-9.0

Taken from above:
Under esBAF inh, #33 shows -6.7
Under ARNT-TACC3 inh, #57 shows 6.1

(more compounds)
no.	Compound	RAD54 branch	ARNT-TACC3 inh	esBAF inh
61	Cn1c(=O)c2c(nc(N3CCOCC3)n2CC(=O)C23CC4CC(CC(C4)C2)C3)n(C)c1=O	1.6	-26.0	-1.3
62	CCN(CC)C(=O)c1cnn(-c2ccccc2)c1NC(=O)c1cccc(F)c1	0.2	-3.5	0.9
63	COc1ccc(NC(=O)Cc2ccccc2)cc1	5.3	1.4	56.9*
64	CC(=O)Nc1cc2c(=O)n(Cc3ccccc3)c(C)nc2cc1N1CCOCC1	-0.9	-10.2	31.8
65	Cc1ccc2cccc(OC(=O)c3ccc4c(c3)OCCO4)c2n1	-2.9	-8.9	-3.2
66	Cc1nc2ncnn2c(C)c1CCC(=O)Nc1ccc(S(=O)(=O)N2CCCCCC2)cc1	15.6	-7.6	2.3
67	CC(C)CNC(=S)NNC(=O)c1ccco1	-4.4	5.0	6.7
68	CCOC(=O)c1c(NC(=O)c2ccoc2C)sc2c1CCC2	-2.7	1.1	-8.9
69	CCC(C)(C)n1nnnc1CN1CCC(O)(c2cccc(C(F)(F)F)c2)CC1	-10.1	-16.5	9.4
70	CC(=O)Nc1ccc(Nc2ncnc3c2cnn3-c2ccccc2)cc1	-4.2	-11.9	31.2
71	O=C(NC1CS(=O)(=O)CC1NCc1ccccc1)c1ccccc1 (stereo unspecified)	-2.3	-30.1	8.2
72	CC(Oc1ccccc1)C(=O)Nc1cccc(-c2nc3ccccc3[nH]2)c1 (stereo unspecified)	1.6	17.5	45.9*
73	c1cnc(SCCCOc2ccc3ccccc3c2)nc1	-6.5	5.2	37.6
74	Cc1nc(NCCCn2ccnc2)c2oc3ccccc3c2n1	-2.1	0.2	2.5
75	Cc1c(CCC(=O)O)c(=O)oc2cc(O)ccc12	-13.5	13.7	-5.1
76	CCOC(=O)N1CCN(S(=O)(=O)c2ccc(C(=O)NNc3nc4ccc(Cl)cc4s3)cc2)CC1	-0.7	10.9	-7.5
77	COc1ccc(S(=O)(=O)n2ccc(C(C)Oc3ccc(-c4ccccc4)c(F)c3)n2)cc1 (stereo unspecified)	-0.1	-3.0	-20.2
78	Cc1cccc(C)c1OCCn1nc(C(=O)O)c2ccccc2c1=O	-0.4	2.1	-1.0
79	Cc1nn(CCO)c2c1C(=O)CCC2	-12.8	2.1	-7.4
80	Cc1ccc(-c2ccc(OCC(=O)N3CCOCC3)cc2)cc1	2.2	-3.1	19.3
81	Cc1cccc(NC(=O)c2ccccc2[N+](=O)[O-])n1	-6.3	-24.2	-3.9
82	COc1ccc(CCNC(=O)c2cnc3n(c2=O)CCS3)cc1OC	0.1	-4.3	1.1
83	Cc1ccc2[nH]c(=O)c(CN(CCN3CCOCC3)C(=O)Nc3ccc(F)cc3)cc2c1	-0.6	-3.8	-4.8
84	COc1ccc(N2CCN(C(=O)CSc3nnc4ncccn34)CC2)cc1	-22.0	-10.1	-6.3
85	CC(/C=C/c1ccccc1)=N/O	-4.1	-1.2	27.2
86	COc1ccc(Cc2nc(C(=O)Nc3ccc(Cl)cc3)cs2)cc1	6.9	-2.1	-6.3
87	C=CCn1c(SCC(=O)Nc2cc(C)nn2-c2ccccc2)nnc1C1CCCCC1	-4.8	5.7	-1.6
88	O=C(NCc1ccccc1)c1ccc(S(=O)(=O)C(F)F)cc1	-2.1	-1.1	10.1
89	CCOC(=O)Cn1c(-c2cccnc2Cl)nc2ccccc21	3.2	-1.1	1.3
90	CCCCn1c(-c2cccs2)nc2nc3ccccc3nc21	6.8	-0.3	7.8

In another format: 3 of the compounds above.
84. COc1ccc(N2CCN(C(=O)CSc3nnc4ncccn34)CC2)cc1
85. CC(/C=C/c1ccccc1)=N/O
86. COc1ccc(Cc2nc(C(=O)Nc3ccc(Cl)cc3)cs2)cc1
Compound,84,85,86
RAD54 branch,-22.0,-4.1,6.9
ARNT-TACC3 inh,-10.1,-1.2,-2.1
esBAF inh,-6.3,27.2,-6.3

Later entries.
no.	Compound	RAD54 branch	ARNT-TACC3 inh	esBAF inh
91	COc1ccc(CCNC(=O)CN2C(=O)c3ccccc3S2(=O)=O)cc1OC	2.6	-3.6	-2.1
92	C/C(=N\NC(=O)c1csc(C)c1C)c1ccco1	-26.9	-2.9	-11.7
93	Clc1cccc(Cl)c1-c1nnc2ccc(N3CCOCC3)nn12	5.2	-4.9	2.1
94	CC(Nc1nc2ncn(Cc3ccccc3)c2c(=O)[nH]1)C(=O)O (stereo unspecified)	1.8	-0.7	-9.8
95	CCC(C)(C)NC(=O)C(c1ccc(OC)cc1)N(CC1CCCO1)C(=O)CCC(=O)Nc1cc(C)on1 (stereo unspecified)	10.3	1.0	-1.7
96	FCCCOc1ccc(/C=N/OCc2c(Cl)cccc2Cl)cc1	-2.8	-7.1	14.4
97	COc1ccc(-n2c(=S)[nH]c3cc(C(=O)NCCCN4CCCC4=O)ccc3c2=O)c(OC)c1	5.1	-2.7	-1.1
98	O=C(Nc1cccc(C(=O)O)c1)/C(=C\c1ccccc1)NC(=O)c1ccccc1Cl	3.7	-0.2	3.1

Full records, quoted from the list. Order of values: RAD54 branch | ARNT-TACC3 inh | esBAF inh
Cc1noc(C)c1CSc1nnc(-c2cc(Cl)ccc2Cl)n1N across the screens: 3.2 | -8.2 | 10.7
C/C(=N\NC(=O)c1csc(C)c1C)c1ccco1 across the screens: -26.9 | -2.9 | -11.7

4 entries from above, ordered by their value in esBAF inh, rising:
no.	structure	ARNT-TACC3 inh	esBAF inh
92	C/C(=N\NC(=O)c1csc(C)c1C)c1ccco1	-2.9	-11.7
94	CC(Nc1nc2ncn(Cc3ccccc3)c2c(=O)[nH]1)C(=O)O (stereo unspecified)	-0.7	-9.8
93	Clc1cccc(Cl)c1-c1nnc2ccc(N3CCOCC3)nn12	-4.9	2.1
96	FCCCOc1ccc(/C=N/OCc2c(Cl)cccc2Cl)cc1	-7.1	14.4

Bioassay records (PubChem BioAssay)
